Assay outcomes from PubChem.
Lamin A splicing = changes lamin A minigene splicing in HeLa cells | HeLa LMNA splicing GFP/RFP minigene ratio, 48 h | Potency, µM (top dose mostly 46.1 µM), without a hit: at the top dose ratio change, negative = inhibition, actives largely listed as inhibitors | 0.01% of 200,000 active | AID 1487; active = well fitted inhibition curve with a large enough effect in the signal ratio, with a control signal flat, not every such curve was filed as active; inconclusive = small, poorly fitted or top-dose-only effect, or effect the other way, or a change in a side signal; the % refers to the signal ratio; also: potency is read from the fitted curve at half-maximal effect; % is scaled to controls: 0 for no effect and ±100 for the full control effect
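S3 HeLa stable clones carrying a lamin A-EGFP splicing minigene plus DsRed2 were seeded at 600 cells/well in Opti-MEM with 2% FBS, pin-dosed and incubated 48 h at 37°C. Acumen cytometry (488 nm) gave the GFP/RFP total-intensity ratio.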
KinaseGlo FLuc = Kinase-Glo luciferase inhibition (counter-screen); Potency, µM (top dose mostly 38.3 µM), for the others: at the highest dose activity change, negative = inhibition, usual class: inhibitors; Kinase-Glo luciferase, ATP luminescence, 8 min; 0.28% of 200,000 active; Q27757; AID 1379; also: potency is read from the fitted curve at half-maximal effect; % is scaled to controls: 0 for no effect and ±100 for the full control effect; nearly all actives have a fitted effect of over 60% in size
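Light output from Kinase-Glo luciferase with luciferin and 10 uM ATP in 50 mM imidazole pH 7.2, KCl, MgCl2, Tween 20, BSA; compound pin-delivered, 8-min ambient incubation, then luminescence read.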
IMPase Li cell = membrane-permeable IMPase blocker, potentiated with lithium; AID 1457; Potency, µM (series often up to 59.4 µM), for the others: at the highest dose activity, negative = IMPase inhibition, actives largely listed as inhibitors; CHO-M1 cells, IP1 TR-FRET (IP-One), carbachol + lithium; 0.35% of 210,000 active;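 also: IP1 builds up when IMPase is blocked and the TR-FRET signal falls; potency is read from the fitted curve at half-maximal effect; plate controls were basal vehicle for no effect and high inhibitor control for full effect; nearly all actives have a fitted effect of over 50% in size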
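CHO-M1, 2000 cells/well, 16–30 h culture; cpd + low Li+, 30 min 37C; lysis with d2-IP1/Eu-anti-IP1 Ab, 10 min RT; TR-FRET 665/620 ratio and 620 channel; AC50 via Hill.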
GLA spleen mod = inhibits or activates alpha-galactosidase in human spleen homogenate | P06280 | human spleen homogenate, 4MU-alpha-Gal fluorescence, 40 min | Potency, µM (highest dose often 80 µM), inactives show at the highest dose activity change, negative = inhibition, hits mostly inhibitors | 0.008% of 240,000 active;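 also: potency is read from the fitted curve at half-maximal effect; 0% = enzyme with vehicle and -100% = no enzyme basal signal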
Target sequence (P06280 32-429 limits assumed): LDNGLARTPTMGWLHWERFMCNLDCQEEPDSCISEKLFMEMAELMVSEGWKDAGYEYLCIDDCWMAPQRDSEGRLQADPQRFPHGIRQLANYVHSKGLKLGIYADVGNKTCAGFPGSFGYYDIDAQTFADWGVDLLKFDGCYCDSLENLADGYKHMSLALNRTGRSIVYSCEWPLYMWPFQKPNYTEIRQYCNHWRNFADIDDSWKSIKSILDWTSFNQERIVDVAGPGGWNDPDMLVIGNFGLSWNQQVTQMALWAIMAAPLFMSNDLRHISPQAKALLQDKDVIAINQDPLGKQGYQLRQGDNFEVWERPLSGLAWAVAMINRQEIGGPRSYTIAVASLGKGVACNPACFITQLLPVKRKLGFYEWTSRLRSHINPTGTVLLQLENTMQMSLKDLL
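Fluorogenic readout (Ex 365/Em 440 nm) of 4-methylumbelliferone released from 1 mM 4-MU-alpha-galactoside by spleen homogenate, 40 min at 37C, pH 5.0. Data normalized to no-enzyme and enzyme controls; Hill-equation AC50 from compound titrations.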
Epigenetic reg = derepresses silenced GFP reporter in murine cells | 0.2% of 280,000 active | Potency, µM (titrated, usually from 53.9 µM), for the others: at the highest dose GFP activation, hits mostly activators | AID 1865 | murine LDR cells, GFP reporter derepression, 30 h; also: potency is read from the fitted curve at half-maximal effect; % of control where 0% means no effect; nearly all actives have a fitted effect of over 60% in size
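GFP-positive cell count by laser-scanning cytometry (objects 20–120 um) after 30 h, 37 C compound exposure of murine LDR cells; reporter is CMV-GFP integrated at a silenced locus, inducible by HDAC or DNMT inhibitors.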
CBFb RUNX1 block = inhibitors of human CBF-beta and RUNX1 interaction | Q01196+Q13951 | AlphaScreen CBFb-His/RUNX1-biotin binding, biochemical | Potency, µM (highest dose often 59.8 µM), inactives show at the highest dose activity, negative = inhibition, actives largely listed as inhibitors | 230,000 tested, under 10 active | AID 1477; also: % of control where 0% means no effect
Target sequence (Q01196 whole entry, looked up): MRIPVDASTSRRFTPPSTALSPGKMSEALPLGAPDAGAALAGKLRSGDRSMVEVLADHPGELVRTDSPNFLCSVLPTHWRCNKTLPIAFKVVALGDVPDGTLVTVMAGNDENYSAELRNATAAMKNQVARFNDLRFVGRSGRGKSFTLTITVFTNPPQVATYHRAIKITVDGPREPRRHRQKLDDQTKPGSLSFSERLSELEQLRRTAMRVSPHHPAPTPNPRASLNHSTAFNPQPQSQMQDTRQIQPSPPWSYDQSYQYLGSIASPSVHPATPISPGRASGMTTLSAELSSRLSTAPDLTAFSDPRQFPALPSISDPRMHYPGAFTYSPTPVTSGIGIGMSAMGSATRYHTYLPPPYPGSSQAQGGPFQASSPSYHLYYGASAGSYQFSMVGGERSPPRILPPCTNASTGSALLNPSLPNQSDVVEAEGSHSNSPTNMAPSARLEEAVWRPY
Target sequence (Q13951 whole entry, looked up): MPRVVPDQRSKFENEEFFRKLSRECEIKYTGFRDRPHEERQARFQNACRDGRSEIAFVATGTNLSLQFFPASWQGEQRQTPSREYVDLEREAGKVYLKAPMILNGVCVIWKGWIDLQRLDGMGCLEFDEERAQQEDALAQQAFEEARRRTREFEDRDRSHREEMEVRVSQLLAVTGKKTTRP
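Proteins preincubated together for 20 min at RT before compound addition; 15 min later, nickel and streptavidin beads were added and left 90 min prior to AlphaScreen measurement.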
NPSR antag = neuropeptide S receptor (human) antagonism, cAMP. Q6W5P4. AID 1461. CHO-NPSR cells, cAMP TR-FRET, antagonist mode. 1% of 220,000 active. Potency, µM (titrated, usually from 38.3 µM), inactives show top-dose activity change, negative = inhibition, usual class: inhibitors; also: potency is read from the fitted curve at half-maximal effect; % is scaled to controls: 0 for no effect and ±100 for the full control effect; nearly all actives have a fitted effect of over 50% in size; many of its hits are not listed in these tables
An asterisk follows results filed as active; ? = inconclusive; . = not tested or not shown; & = joins results of further samples; [ ] = dose if it differs, or a comment. Unless noted, calls follow the shape of the dose curve; as a rule, active = well fitted curve in the direction sought with a large enough effect; inconclusive = small, poorly fitted or top-dose-only effect, or another doubt; inactive = no such curve, though single readings can be large; an effect the other way counts as inactive or inconclusive. This is a subset (hit frequency here may not be typical).

SMILES	Lamin A splicing	KinaseGlo FLuc	IMPase Li cell	GLA spleen mod	Epigenetic reg	CBFb RUNX1 block	NPSR antag
COc1ccc(NC(=S)NC(NC(=O)c2cccc(C)c2)C(Cl)(Cl)Cl)c([N+](=O)[O-])c1 (stereo not given)	-3%	-3%	13%	2%	0.0%	-8%	?
CC(C)CNC(=O)c1ccccc1-c1ccccc1C(=O)O	14%	0%	16%[38.3 µM]	4%	-1.1%	4%	6%[46.1 µM]
O=C(O)C1CCCN1c1nc(C(F)(F)F)nc2ccccc12 (stereo not given)	-4%[46 µM]	1%	-3%	1%	-0.1%	3%	4%
COc1ccccc1C1CC(c2ccccc2)=NN1C(=S)Nc1ccccc1 (stereo not given)	.	-1%	2%	-2%	-3.7%	-2%	-37%
CN(C)CC#CCOC(c1ccccc1)c1ccccc1	-4%[46 µM]	-6%	24%	-1%	-7.2%	-3%	15%
O=C(Nn1cc(C(=O)Nc2ccccc2F)c2ccccc2c1=O)c1cnccn1	?	1%	-1%	3%	-3.2%	-26%	9%
C/C(=N\NC(=O)CC(C)C)c1ccc(Cl)c(Cl)c1	-10%	-3%	-3%[38.3 µM]	-5%	-4.4%	4%	-13%[46.1 µM]
COc1ccc(Cl)cc1NC(=O)Cn1nc(-c2ccc(C)cc2)n(C)c1=S	?	-6%	-1%	-3%	-0.7%	1%	-36%
Cc1cc(/C=C(\C#N)C(=O)OCC(=O)Nc2ccc(OC(F)F)cc2)c(C)n1CC(C)C	-14%	-1%	3%	6%	1.1%	0%	-10%
COc1ccc(/C(C)=N/OC/C(O)=C(\C#N)c2nc3ccccc3[nH]2)c(OC)c1	-14%	2%	-2%	5%	0.0%	1%	9%
O=C(CSCC(=O)N1CCCCC1)Nc1nc(-c2ccccc2)c(-c2ccccc2)s1	?	2%	17%	-7%	1.9%	6%[2.36 µM]	-48%
Cc1c(NC(=O)c2c(O)c3ccccc3n(C)c2=O)c(=O)n(-c2ccccc2)n1C	.	.	.	-6%	-1.0%	-9%	-6%
CCOc1nc(SCCOc2ccc(C)cc2)nc(N(C)C)n1	?	2%	0%	6%	-2.0%	0%	?
CSc1nnc(C)c(/C=C/NOCc2ccc(Cl)cc2)n1	.	0%	21%	-6%	-0.6%	6%	-40%
O=C(NC1CCSC1=O)c1cccc(C(=O)NC2CCSC2=O)c1 (stereo not given)	6%	-1%	-1%[38.3 µM]	5%	-1.0%	-2%	3%[46.1 µM]
Cc1c(CCC(=O)O)c(=O)oc2cc3occ(C(C)(C)C)c3cc12	.	.	.	4%	-1.6%	-1%	41%
Cc1cc(C)n(C(=O)c2ccc(C)c(S(=O)(=O)N3CCOCC3)c2)n1	7%	14%	-11%[38.3 µM]	3%	0.8%	-2%	?
CC(C)(C)c1ccc(OCCN2CCCC2)cc1	2%	-1%	37%[38.3 µM]	5%	0.0%	1%	-1%[46.1 µM]
O=C(CCNS(=O)(=O)c1cccc2nonc12)NC1CCCCC1	-16%[46 µM]	-1%	4%	1%	2.3%	0%	16%
COc1ccc(-c2ccc(-c3nnc(-c4ccncc4)o3)cc2)cc1	2%	-5%	5%[38.3 µM]	1%	-3.2%	-8%	1%[46.1 µM]

Taken from above.
Under CBFb RUNX1 block, `O=C(O)C1CCCN1c1nc(C(F)(F)F)nc2ccccc12` (stereo not given) is entered as 3%
Under GLA spleen mod, `Cc1cc(C)n(C(=O)c2ccc(C)c(S(=O)(=O)N3CCOCC3)c2)n1` is entered as 3%

In the list so far, 2 have a cyano group:
SMILES	Lamin A splicing	KinaseGlo FLuc	IMPase Li cell	GLA spleen mod	Epigenetic reg	CBFb RUNX1 block	NPSR antag
Cc1cc(/C=C(\C#N)C(=O)OCC(=O)Nc2ccc(OC(F)F)cc2)c(C)n1CC(C)C	-14%	-1%	3%	6%	1.1%	0%	-10%
COc1ccc(/C(C)=N/OC/C(O)=C(\C#N)c2nc3ccccc3[nH]2)c(OC)c1	-14%	2%	-2%	5%	0.0%	1%	9%

(next part)
SMILES	Lamin A splicing	KinaseGlo FLuc	IMPase Li cell	GLA spleen mod	Epigenetic reg	CBFb RUNX1 block	NPSR antag
Cc1ccc([N+](=O)[O-])cc1S(=O)(=O)N1CCC(C)CC1	?	-3%	19%	4%	-3.3%	-9%	34%
CCN(CC)C(=O)c1ccc2nc3ccccc3nc2c1	?	3%	14%	-1%	4.8%	-3%	-31%
CCCC(NS(=O)(=O)c1ccc(Br)cc1)C(=O)O (stereo not given)	-2%	-2%	-4%[38.3 µM]	-2%	-2.3%	-3%	5%[46.1 µM]
CCOCCCNC(=O)C(c1ccccc1)N(Cc1cccs1)C(=O)c1ccccc1O (stereo not given)	.	.	3%	-1%	-1.3%	4%	-12%
Cc1cccc(NC(=O)CN2CCC(NC(=O)C3CCCCC3)CC2)c1C	-15%	0%	2%	5%	-0.1%	7%	15%
O=C(c1ccccc1F)N(Cc1ccc(F)cc1)C1CCS(=O)(=O)C1 (stereo not given)	1%	20%	31%[38.3 µM]	-1%	-1.0%	0%	-11%[46.1 µM]
Cn1ncc2c(N3CCN(c4ccccc4F)CC3)ncnc21	10%[46 µM]	-1%	18%[38.3 µM]	2%	1.3%&0.0%	8%	0%[46.1 µM]
CC(=O)Nc1ccc2nc(NC(=O)COc3ccccc3C)sc2c1	1%[46 µM]	2%	-6%	3%	2.1%	4%	1%
CCN1C(=O)CS/C1=N\S(=O)(=O)c1ccc(Cl)cc1	?	0%	3%	2%	-0.5%	15%	2%
CCOC(=O)c1c(NC(=O)CN2CCCc3ccccc32)sc(C)c1CC	-17%	3%	3%	-8%	-1.1%	-7%	-37%
COc1cccc(Nc2ncccc2C(=O)Nc2ccccc2)c1	5%	-2%	0%[38.3 µM]	-3%	0.9%	-3%	-28%[46.1 µM]
O=C(CNC(=O)c1ccccc1)NCC(=O)OCC(=O)c1ccccc1	-14%[46 µM]	0%	-1%	5%	-1.9%	-1%	4%
CC1CCCC(C)N1C(=O)CSc1nnnn1-c1cccc2c1CCCC2 (stereo not given)	3%	0%	4%[38.3 µM]	-23%	-2.0%	10%	?
O=C(NC(C(=O)c1ccccc1)N1CCCCCC1)c1ccco1 (stereo not given)	-4%	0%	8%	10%	-1.0%	3%	19%
CC(C)(C)C(=O)/C=C(\N)c1ccccn1	-11%	1%	0%[38.3 µM]	10%	11%	2%	-2%[46.1 µM]
CCOc1ccc(NC(=O)C2CC(=O)OC2c2ccccc2)cc1 (stereo not given)	.	-2%	-2%	0%	-1.3%	-3%	-10%
O=S(=O)(c1ccccc1)c1cc(O)ccc1O	?	2%	10%	13%	0.0%	4%	-6%
Cc1ccc(N2C(=O)C3C(C2=O)C2C=CC3C23CC3)c([N+](=O)[O-])c1 (stereo not given)	1%[46 µM]	0%	20%	5%	-1.5%	-9%	5%
Cc1nc(-c2ccccc2)nc2sc(C(=O)c3ccc(F)cc3)c(N)c12	.	.	.	5%	7.8%	10%	-10%[7.67 µM]
CCC(C)[C@H](NC(=O)NCc1cccc(OC)c1)C(=O)OC (stereo not given in full)	0%	-3%	9%[38.3 µM]	0%	-1.7%	3%	-11%[46.1 µM]
CC(C)N(C(=O)COC(=O)[C@@H]1CC(O)CN1S(=O)(=O)c1ccccc1[N+](=O)[O-])C(C)C (stereo not given in full)	-5%	-2%	4%	-4%	0.0%	3%	11%
CC1(C(=O)O)NCCc2cc(O)c(O)cc21 (stereo not given)	.	.	9%	-1%	0.0%	?	.
Cc1ccc(C(=O)Nc2ccccc2-c2ccccc2)o1	-2%	-2%	35%[activator][38.3 µM]	-26%	-1.0%	-2%	-7%[46.1 µM]
CN(Cc1ccco1)c1ncnc2ccc(-c3ccccc3C(F)(F)F)cc12	5%	.	20%	9%	.	.	.
CCOc1ccccc1N1CCN(Cc2ccc(OC)c(OC)c2)CC1	-11%	1%	25%[38.3 µM]	3%	0.0%	5%	-6%[46.1 µM]
Cc1cc(NC(=O)c2cc(-c3ccccc3)on2)no1	-2%	-5%	-9%[38.3 µM]	-9%	2.1%	?	7%[46.1 µM]
COc1cccc(C(=O)N2CCSC2=S)c1	0%	2%	33%[38.3 µM]	-1%	1.0%	2%	-12%[46.1 µM]
CC(=O)Nc1cccc(/C(C)=N\NC(=O)c2ccc(Cn3nc([N+](=O)[O-])c(Cl)c3C)o2)c1	?	1%	-1%	0%	-2.0%	-27%	-4%
C=CCOC(=O)C1=C(C)NC(=O)NC1/C=C/c1ccccc1 (stereo not given)	-1%	-2%	-24%[38.3 µM]	4%	-0.9%	1%	-10%[46.1 µM]
CC(=O)N1CCC2(CC1)CC(=O)c1cc(OCC(=O)N3CCCC3)ccc1O2	.	9%	-14%	28%	2.8%	8%	20%
O=C1CC(c2c[nH]c3ccccc23)C(=O)N1 (stereo not given)	?	4%	17%[38.3 µM]	11%	0.0%	7%	-8%[46.1 µM]
CC(C)(C)c1nnc(NC(=O)CN2C(=O)C3C4C=CC(C4)C3C2=O)s1 (stereo not given)	4%	.	.	-8%	1.0%	5%	2%[46.1 µM]
CN(C)c1cccc(C(=O)N/N=C/c2ccsc2)c1	?	2%	3%	11%	4.8%	6%	-11%
CN(C)c1ccc(-c2cc(NCc3ccccc3)ncn2)cc1	-3%	-5%	-11%	24%	3.5%	.	.
N#Cc1c(-c2ccc(Cl)cc2)ccn2nc(C3CCCCC3)nc12	4%	-4%	-27%[38.3 µM]	-2%	14%	2%	-11%[46.1 µM]
COc1ccc(CCNC(=O)C(=O)N/N=C/c2cccs2)cc1OC	.	0%	4%	11%	1.1%	1%	-5%
O=C(c1cccc([N+](=O)[O-])c1)N1CCCN(C(=O)c2cccc([N+](=O)[O-])c2)CC1	3%	4%	9%	0%	-1.1%	1%	4%
Cc1nn(-c2ccccc2)c(N)c1N=O	.	.	.	1%	0.1%	-4%	-13%
Cc1noc(C)c1-c1cncnc1N1CCN(C)CC1	-5%	.	9%	4%	.	.	.
CCc1c(C)nc(N)n2c(SCC(=O)N3CCN(c4ccccc4F)CC3)nnc12	1%	1%	7%[38.3 µM]	10%	-0.2%	5%	8%[46.1 µM]
Cc1ccc(-c2nc(NC(=O)CSc3nnnn3-c3ccccc3)ns2)cc1	15%	-8%	10µM*	1%	-1.1%	3%	7%[46.1 µM]

Structures listed so far that contain an NH in an aromatic ring (2):
SMILES	Lamin A splicing	KinaseGlo FLuc	IMPase Li cell	GLA spleen mod	Epigenetic reg	CBFb RUNX1 block	NPSR antag
COc1ccc(/C(C)=N/OC/C(O)=C(\C#N)c2nc3ccccc3[nH]2)c(OC)c1	-14%	2%	-2%	5%	0.0%	1%	9%
O=C1CC(c2c[nH]c3ccccc23)C(=O)N1 (stereo not given)	?	4%	17%[38.3 µM]	11%	0.0%	7%	-8%[46.1 µM]
